Pf gametocyte = inhibitors of late stage P. falciparum gametocyte viability; inhibition, % at 10.9 µM; P. falciparum stage V gametocytes, ATP luminescence, 24 h; 0.065% of 150,000 active;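 active = inhibition above the mean plus 3 SD of compounds within the control limits, set per campaign, cut at about 38% in these data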;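 note: 0% = DMSO wells and 100% = medium only without gametocytes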
RGS4-Gao reg = human RGS4-Galphao interaction regulation. P09471. Multiplexed bead flow cytometry, RGS4-Galphao binding; actives lie on both sides. binding response (% of control), % at 10 µM. 0.33% of 220,000 active. AID 1415; in the data active = binding response below about 49% or above about 150%; inactive = in between;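 note: fluorescent Galphao activated with aluminum fluoride binding bead-coupled RGS4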
GSH fluor = compound fluoresces at 488/530 nm on GSH beads; GSH beads flow cytometry, compound fluorescence 488/530 nm; hits give high values; fluorescence (KMESF) at 10 µM; 0.25% of 190,000 active; AID 1776; in the data active = fluorescence above about 89;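 note: glutathione beads carrying GST-tagged Bcl family fusion proteins plus one bare bead set; values are compound well signal with DMSO vehicle wells as background; inactives centre near 16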
RGS7-Gao reg = regulators of human RGS7-Galphao interaction. P09471. AID 1439. Multiplexed bead flow cytometry, RGS7-Galphao binding; actives lie on both sides. 0.35% of 220,000 active. binding response (% of control), % at 10 µM; in the data active = binding response below about 49% or above about 150%; inconclusive = no clear call, values can overlap the other calls; inactive = in between;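 note: fluorescent Galphao held in activated GDP-AlF4 state binding bead-coupled RGS7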
RGS8-Gao = human RGS8-Galphao interaction regulation; P09471; multiplexed bead flow cytometry, RGS8-Galphao binding; actives lie on both sides; response (percent of control binding), % at 10 µM; 0.34% of 220,000 active; AID 1423; in the data active = response below about 60% or above about 140%; inactive = in between;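 note: Galphao activated as the GDP aluminium fluoride complex binding bead-coupled RGS8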
ABCB1 inh = blocks JC-1 efflux by human ABCB1 transporter. CCRF-Adr cells, flow cytometry. inhibition, % at 6.6 µM. 0.067% of 190,000 active. AID 1326; in the data active = inhibition above about 40%;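 note: 0% = vehicle and 100% = reference inhibitor; higher value means more JC-1 retained so stronger ABCB1 efflux block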
Mcl1 Bid PPI = Mcl-1/Bid interaction inhibition; Q07820; TR-FRET Mcl-1/Bid-Dy647 peptide binding, 1536-well; inhibition, % at 21.7 µM; 0.97% of 220,000 active; AID 1021;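 active = compounds that cut the binding signal by more than half at the single screening dose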;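 note: His-tagged Mcl-1 with europium anti-His antibody binding Bid BH3 peptide; 0% = Mcl-1 plus peptide wells and 100% = peptide-only wells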
Target sequence (Q07820 whole entry, looked up): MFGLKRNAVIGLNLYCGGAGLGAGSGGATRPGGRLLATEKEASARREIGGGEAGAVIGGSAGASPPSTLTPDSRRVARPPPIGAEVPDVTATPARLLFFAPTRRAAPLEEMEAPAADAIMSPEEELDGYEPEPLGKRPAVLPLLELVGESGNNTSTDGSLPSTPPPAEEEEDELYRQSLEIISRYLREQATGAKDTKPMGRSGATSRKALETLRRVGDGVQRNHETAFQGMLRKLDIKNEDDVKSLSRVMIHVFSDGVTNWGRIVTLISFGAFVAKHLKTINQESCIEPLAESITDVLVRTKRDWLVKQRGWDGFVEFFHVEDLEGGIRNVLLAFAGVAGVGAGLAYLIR
Bim-Mcl-1 = inhibitors of Bim-Mcl-1 interaction, human; Q07820; Bead-based flow cytometry, Bim peptide-Mcl-1 binding; inhibition, % at 10 µM; 0.1% of 190,000 active; AID 1009; in the data active = inhibition above about 40%;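 note: 0% = no compound tracer wells and 100% = peptide blocker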
Mcl1 Noxa PPI = Mcl-1/Noxa interaction inhibition; inhibition, % at 21.7 µM; 1.5% of 220,000 active; TR-FRET Mcl-1/Noxa peptide binding, 2 h; Q07820;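 active = compounds that cut the protein-peptide binding signal by more than 50% relative to plate controls in a single-dose test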;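 note: His-tagged Mcl-1 with rhodamine Noxa BH3 peptide and terbium anti-His antibody; 0% = Mcl-1 plus Noxa peptide wells and 100% = peptide-only wells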
ABCG2 block = human ABCG2 inhibition, ABCB1 as counter-screen | IgMXP3 cells, JC-1 efflux, flow cytometry | 0.1% of 190,000 active | inhibition, % at 6.6 µM;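 active = inhibition above 80%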;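 note: 0% = DMSO and 100% = nicardipine control wells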
Target sequence (Q9UNQ0 whole entry, looked up): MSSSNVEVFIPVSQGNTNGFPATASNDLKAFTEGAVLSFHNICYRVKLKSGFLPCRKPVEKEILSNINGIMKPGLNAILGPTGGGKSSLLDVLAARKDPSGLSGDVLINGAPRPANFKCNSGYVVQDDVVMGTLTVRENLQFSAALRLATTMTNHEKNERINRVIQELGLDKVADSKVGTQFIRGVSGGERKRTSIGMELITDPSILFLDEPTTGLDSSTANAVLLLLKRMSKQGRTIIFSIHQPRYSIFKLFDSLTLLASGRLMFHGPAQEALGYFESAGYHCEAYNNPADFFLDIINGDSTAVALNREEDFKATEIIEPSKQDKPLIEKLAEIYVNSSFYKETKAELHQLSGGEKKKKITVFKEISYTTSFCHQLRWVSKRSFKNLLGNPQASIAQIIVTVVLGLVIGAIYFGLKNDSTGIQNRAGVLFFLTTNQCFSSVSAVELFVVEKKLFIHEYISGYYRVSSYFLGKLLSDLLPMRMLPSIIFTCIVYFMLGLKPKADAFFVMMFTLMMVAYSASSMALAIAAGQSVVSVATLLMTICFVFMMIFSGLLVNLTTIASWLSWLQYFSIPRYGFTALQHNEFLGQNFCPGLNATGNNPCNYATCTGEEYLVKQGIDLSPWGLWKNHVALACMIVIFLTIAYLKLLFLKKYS
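Times: 10 min at 25 °C | Test system: Two drug-resistant human cell lines, ABCG2 and ABCB1 | Quantity: 3 million cells/mL final, two lines in 1:1 ratio | Signal: Flow cytometry, 530 nm JC-1 signal | Dosing: Compound at 6.6 µM | Controls: Nicardipine and DMSO wells | Reagent: JC-1 as fluorescent efflux pump substrate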
Avidin fluor = compound fluoresces at 488/530 nm on avidin beads | 0.38% of 220,000 active | compound fluorescence 488/530 nm, flow cytometry; hits give high values | fluorescence (KMESF) at 10 µM | AID 1775; in the data active = fluorescence above about 47; note: inactives centre near 10
The depositor's hits bear a star; ? = inconclusive; nt = no result given.

| SMILES | Pf gametocyte | RGS4-Gao reg | GSH fluor | RGS7-Gao reg | RGS8-Gao | ABCB1 inh | Mcl1 Bid PPI | Bim-Mcl-1 | Mcl1 Noxa PPI | ABCG2 block | Avidin fluor |
| --- | --- | --- | --- | --- | --- | --- | --- | --- | --- | --- | --- |
| COc1ccc(NC(=O)c2c(F)cccc2F)cc1S(=O)(=O)Nc1ccc(Br)cc1 | 13.8 | 101.3 | 8 | 102.1 | 99.0 | 1.5 | -13.0 | 42.0* | 5.8 | 1.4 | 6 |
| COc1ccc(C(=O)Nc2nc(N)n(-c3ccccc3)n2)cc1OC | nt | 98.7 | 29 | 101.2 | 104.4 | 0.3 | -29.2 | nt | 3.0 | -1.2 | 4 |
| CC(C)CC(CC(C)C)=NNC(=O)c1ccc2c(c1)OCO2 | nt | 98.8 | 18 | 98.5 | 97.1 | 0.3 | 1.6 | -1.0 | 14.8 | 2.0 | 9 |
| N#Cc1c(/N=C/C=C/c2ccccc2)sc2c1CCCC2 | nt | 99.2 | 31 | 97.8 | 97.3 | 0.8 | -9.5 | -7.0 | 7.3 | 15.3 | 12 |
| Cc1cccc(CN2C(=O)c3ccccc3Sc3ccc(C(=O)NCCN4CCOCC4)cc32)c1 | -8.5 | 103.8 | 9 | 101.8 | 103.6 | 3.0 | -0.9 | -25.0 | -3.8 | 0.3 | 27 |
| CN1C[C@@H]2C[C@@H](c3cccn3-c3nccs3)N3CCC[C@@]23C1=O | nt | 89.5 | 9 | 83.0 | 93.7 | 0.4 | -7.1 | -4.0 | 8.7 | -0.1 | 8 |
| Cc1c(NC2=C(Cl)C(=O)N(c3ccccc3)C2=O)c(=O)n(-c2ccccc2)n1C | 19.0 | 93.5 | 24 | 96.7 | 95.1 | 0.9 | -50.3 | -5.0 | 30.5 | 7.4 | 12 |
| Cc1cccc(C)c1NC(=S)N=Nc1c(O)n(C)c2ccc(S(=O)(=O)N3CCOCC3)cc12 | 7.2 | 100.8 | 24 | 101.2 | 106.2 | -0.2 | -51.3 | -3.0 | -65.7 | -0.7 | 6 |
| O=C(O)CC1(CC(=O)NCc2ccc(C(F)(F)F)cc2)CCCCC1 | 15.0 | 101.9 | nt | ? | 99.3 | nt | 0.8 | nt | -2.6 | nt | 5 |
| Cc1nn(C)c(Cl)c1CN1CCC(CO)(CC2CCCCO2)CC1 (stereo not given) | 22.5 | 101.0 | 14 | 102.8 | 102.8 | 0.4 | -19.0 | -3.0 | -8.1 | 1.0 | 11 |
| CC1(C)CC(=O)C(C=Nc2ccc(NC3=C(C#N)C(=O)CC(C)(C)C3)cc2)=C(O)C1 | 3.2 | 99.4 | 13 | ? | 99.5 | 0.4 | 4.0 | 3.0 | 8.5 | 2.4 | 11 |
| c1nc(N2CCC3(CC2)OCCO3)c2[nH]cnc2n1 | -14.6 | 102.4 | 23 | 103.1 | 103.5 | -0.3 | -5.7 | 0.0 | 3.3 | 1.7 | 6 |
| CCCn1nc(C(=O)NCc2ccc3c(c2)OCO3)c2ccccc2c1=O | nt | 93.4 | 19 | 88.9 | 87.1 | 2.0 | 3.8 | -2.0 | 7.2 | 5.4 | 13 |
| Cc1ccc(-c2nc3sc4c(c3c(=O)n2N)CCCC4)cc1 | 7.7 | 101.1 | 21 | 97.6 | 95.5 | 0.9 | -2.4 | 0.0 | 3.1 | 4.0 | 14 |
| Cc1nc(SCc2cccc(F)c2)c2oc3ccccc3c2n1 | 22.5 | 100.0 | nt | ? | 99.3 | nt | -10.8 | nt | -65.0 | nt | 7 |
| CCC(C)NC(=O)c1cc(-c2ccc(OC)cc2)on1 (stereo not given) | nt | 100.4 | 15 | 100.6 | 100.4 | 0.4 | -0.7 | 0.0 | -5.8 | 2.5 | 35 |
| CCCCC(=O)Nc1cc2nn(-c3ccc(OC)cc3)nc2cc1C | 19.7 | 104.1 | 18 | 102.4 | 103.6 | -0.1 | -5.9 | 4.0 | 16.7 | 0.1 | 5 |
| CCN1CCN(C(=O)c2ccc3c(=O)n(Cc4ccccc4OC)c(=S)[nH]c3c2)CC1 | nt | 91.7 | 4 | 100.1 | 103.8 | 0.0 | -30.6 | 1.0 | 49.7 | -0.3 | 16 |
| CC1CC1c1ccc(/C=C(\C#N)C(=O)Nc2ccccc2Cl)o1 (stereo not given) | -5.3 | 101.0 | 11 | 103.6 | 105.0 | 1.2 | 3.1 | -9.0 | -16.9 | 57.6 | 11 |
| COC(=O)[C@H](Cc1ccccc1)NC(=O)NCc1ccc(C)cc1 | 2.8 | 98.0 | nt | ? | 102.6 | nt | 4.8 | nt | 1.0 | nt | 4 |
| CCN(CC)S(=O)(=O)c1ccc(Cl)c(C(=O)NC2CCCC2)c1 | nt | 108.5 | 23 | 102.6 | 99.3 | 0.1 | -19.1 | -4.0 | -15.1 | 16.1 | 34 |
| O=C(NNC(=S)NC(=O)c1cccnc1)c1ccccc1 | nt | 103.2 | 8 | 96.0 | 97.8 | 0.2 | -150.3 | 0.0 | 28.0 | 1.9 | 14 |
| CC(C)(C)Nc1nc(SCC(=O)Nc2ccccc2)nc(N2CCOCC2)n1 | 5.5 | 108.6 | 25 | 112.2 | 114.0 | 0.5 | -45.0 | 2.0 | -3.7 | 1.0 | 6 |
| Cn1c(=S)n(CCC(=O)O)c2ccccc21 | nt | 102.1 | 12 | 97.8 | 103.8 | 0.2 | -17.0 | -5.0 | 16.4 | 0.6 | 23 |
| CCn1c(NCc2ccc3c(c2)OCO3)nc2ccccc21 | nt | 104.5 | 11 | 103.3 | 114.0 | 0.6 | -30.2 | 0.0 | -1.1 | 9.1 | 14 |
| CCOC(=O)N1CCN(C(=O)c2ccc(Oc3ccc([N+](=O)[O-])cc3)cc2)CC1 | -5.6 | 102.7 | 17 | 104.3 | 102.5 | 0.2 | 15.7 | 1.0 | 1.7 | 0.2 | 9 |
| CCc1cc(-c2n[nH]c(=S)n2Cc2ccccc2)cs1 | nt | 105.1 | 15 | 106.3 | 100.5 | -0.7 | -37.4 | 1.0 | 18.7 | -1.3 | 5 |
| CCOC(=O)c1ccc(NC(=O)CN2C(=O)NC3(CCC(C)CC3)C2=O)cc1 (stereo not given) | 8.6 | 103.6 | 16 | 101.1 | 105.1 | 0.4 | -19.6 | 3.0 | -6.6 | 3.6 | 23 |
| O=C(CNC1C(=O)Nc2ccccc21)Sc1ccccc1 (stereo not given) | nt | 99.8 | 32 | 101.1 | 103.4 | 0.6 | 14.3 | -2.0 | 12.0 | 0.0 | 9 |
| CCc1cc(-c2n[nH]c(C)c2-c2nc3ccccc3n2C)c(O)c(CN2CCN(C)CC2)c1O | -20.0 | 103.4 | 14 | 102.8 | 103.4 | 0.5 | -33.7 | -3.0 | 10.4 | 3.2 | 38 |
| COc1ccc(/C=C(/NC(=O)c2ccccc2Cl)C(=O)NCCCC(=O)O)cc1 | -4.9 | 104.8 | 12 | 107.1 | 113.1 | 1.1 | 3.9 | 12.0 | 3.1 | 5.3 | 10 |
| O=C(NCCc1ccccc1)c1ccco1 | nt | 100.9 | 17 | 107.1 | 102.3 | 0.6 | -0.9 | 0.0 | 8.7 | -0.1 | 31 |
| O=C(c1cc2ncccn2n1)N1CCc2c([nH]c3ccccc23)C1c1ccccc1F (stereo not given) | 7.8 | 104.1 | 11 | 106.8 | 101.7 | 1.9 | -11.4 | -1.0 | 15.3 | 12.2 | 14 |
| CC1CCCC(C)N1C(=O)COC(=O)c1ccc(O)cc1 (stereo not given) | nt | 98.3 | 9 | 97.4 | 101.7 | -0.3 | -12.6 | 25.0 | -0.6 | -1.9 | 35 |
| Cc1ccc2nc(-c3ccc(S(=O)(=O)N4CCCCC4)cc3)cn2c1 | -10.4 | 99.0 | 18 | 98.6 | 96.5 | -0.3 | -2.3 | -5.0 | -4.2 | 0.6 | 12 |
| c1ccc2oc(-c3csc(NCC4CCCO4)n3)cc2c1 (stereo not given) | 17.6 | 97.3 | 15 | 93.6 | 102.6 | 0.2 | -43.8 | 0.0 | 8.5 | 1.5 | 12 |
| CC1CCN(Cc2nnnn2-c2cccc([N+](=O)[O-])c2)CC1 | -11.3 | 99.0 | 11 | 101.0 | 100.9 | 0.8 | 8.8 | -1.0 | 19.1 | 14.8 | 12 |
| COc1ccc(C)cc1S(=O)(=O)N1c2ccccc2CC1C (stereo not given) | nt | 96.5 | 6 | 102.3 | 96.1 | 0.3 | -36.7 | 0.0 | 5.5 | 0.2 | 13 |
| COc1cc(NC(=O)C2CCCCC2)c(OC)cc1NC(=O)c1ccco1 | 22.8 | 98.9 | 13 | 99.3 | 101.5 | 3.0 | -37.2 | 0.0 | 11.3 | 50.0 | 8 |
| Cc1ccc(S(=O)(=O)N2CCN(c3nc(C(C)C)c4c(c3C#N)CC(C)(C)OC4)CC2)cc1 | nt | 99.7 | 12 | 102.5 | 100.8 | 1.4 | -8.3 | -6.0 | -10.6 | 3.6 | 37 |
| CCC(=O)N1c2ccccc2C(N(C(C)=O)c2ccccc2)CC1C (stereo not given) | 1.9 | 97.1 | 12 | 99.7 | 96.5 | 0.4 | -6.1 | -4.0 | -14.2 | 0.5 | 4 |
| CC1(C)Cc2noc(N)c2C(C)(C)N1OC(=O)c1ccccc1 | nt | 100.1 | 24 | 97.9 | 101.7 | 0.5 | -6.4 | -3.0 | -3.3 | 0.6 | 7 |
| COC(=O)C1=C(N)Oc2cc(C)n(CC3CCCO3)c(=O)c2C1c1ccc(Cl)cc1 (stereo not given) | nt | 102.2 | 24 | 98.9 | 100.8 | 3.5 | -28.7 | 0.0 | 6.7 | 7.6 | 16 |
| CC(=O)Nc1ccccc1OCC(=O)NCCc1ccc(Cl)cc1Cl | 10.2 | 103.4 | 11 | 101.0 | 103.6 | 1.2 | -13.1 | -4.0 | 7.9 | 5.0 | 9 |
| COCCCN1C(=O)C(=O)/C(=C(/O)c2ccc(OC(C)C)c(C)c2)C1c1ccncc1 (stereo not given) | nt | 101.0 | 24 | 98.7 | 101.6 | 0.6 | 2.1 | -2.0 | 0.4 | 1.3 | 6 |
| Cc1[nH]c2ccccc2c1/C=N/NC(=O)CCC(=O)NCc1ccccc1 | nt | 127.2 | 11 | 137.2 | 100.9 | -0.5 | -23.4 | -2.0 | -0.9 | -1.5 | 14 |
| Cc1cccc(C)c1NC(=O)C1(N2CCN(C(=O)c3ccco3)CC2)CCCCC1 | nt | 103.4 | 24 | 100.5 | 100.5 | 0.5 | -4.0 | -2.0 | 11.2 | 8.7 | 5 |
| O=C(Cn1cc(C(F)(F)F)cc(Cl)c1=O)NCCc1ccc(Cl)cc1Cl | -16.0 | 98.0 | nt | ? | 98.6 | nt | -50.4 | nt | -13.6 | nt | 10 |
| COC(=O)COc1ccc(S(=O)(=O)N2CCN(c3ccccc3F)CC2)cc1C | nt | 101.2 | 34 | 100.3 | 105.5 | 0.8 | -15.5 | -3.0 | 17.0 | 12.7 | 12 |

Source: PubChem
